Screening data as filed in PubChem BioAssay.
hcGAS lum: human cGAS inhibition; Q8N884; recombinant h-cGAS, ATP depletion, Kinase-Glo luminescence; inhibition, % at 12.5 µM; actives 0.081% (n = 290,000);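 note: 0% = vehicle reaction and 100% = reaction without DNA for no activity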
Target sequence (Q8N884 whole entry, looked up): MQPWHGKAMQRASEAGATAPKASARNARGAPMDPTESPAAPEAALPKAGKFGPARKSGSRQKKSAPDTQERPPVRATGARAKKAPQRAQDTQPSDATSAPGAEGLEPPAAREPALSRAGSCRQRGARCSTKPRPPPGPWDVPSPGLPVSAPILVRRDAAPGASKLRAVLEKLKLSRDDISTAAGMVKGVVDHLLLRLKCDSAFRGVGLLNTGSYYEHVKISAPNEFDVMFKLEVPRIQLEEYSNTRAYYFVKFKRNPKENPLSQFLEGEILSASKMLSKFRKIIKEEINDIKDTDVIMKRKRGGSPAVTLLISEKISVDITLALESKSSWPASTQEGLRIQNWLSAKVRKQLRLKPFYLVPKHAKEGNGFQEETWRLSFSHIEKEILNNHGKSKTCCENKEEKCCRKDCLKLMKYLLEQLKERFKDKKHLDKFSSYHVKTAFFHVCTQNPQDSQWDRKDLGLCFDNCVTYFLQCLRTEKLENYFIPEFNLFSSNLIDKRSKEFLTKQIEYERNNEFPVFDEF
mcGAS lum: blocks mouse cGAS activity; actives 0.15% (n = 160,000); recombinant cGAS, Kinase-Glo ATP depletion luminescence; inhibition, % at 12.5 µM; Q8C6L5; AID 1259399;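 note: 0% = negative control wells and 100% = reference inhibitor with no enzyme activity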
NPYLR7 agonist: mosquito NPYLR7 agonism; HEK293T NPYLR7/Galpha15, GCaMP6s calcium fluorescence; activation, % at 10 µM; actives 0.15% (n = 270,000); AID 1259423; in the data active = activation above about 40%;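 note: 0% = vehicle and 100% = reference agonist at the receptor; some compounds past the cut are filed as inactive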
Starred values were filed as active, the others as inactive; nt = not tested or not shown; & = joins results of further samples. Cut-off read from the data, not from the text of the source, unless noted: active = inhibition above about 40%; inactive = the rest.

entry	molecule	hcGAS lum	mcGAS lum	NPYLR7 agonist
1	Cc1cc(CN(CC2CCC2)c2ccccc2)nn1C	-9	-18	-3
2	CC(C)c1nn(-c2ccccc2)c2c1C(c1ccc(CO)o1)CC(=O)N2 (stereo unspecified)	-7	nt	0
3	CCN(CC)CCSc1nc(-c2ccc(C)cc2)nc2c1c(=O)n(C)c(=O)n2C	-5	-8	-3
4	COC(=O)c1cnc(Nc2nc(C(N)Cc3ccc(OC)cc3)cs2)nc1C(F)(F)F (stereo unspecified)	-7	-7	-3
5	CCCCc1[nH]nc2c1C1(CCN(C)CC1)C(C#N)C(=N)O2 (stereo unspecified)	-10	nt	8
6	CCCCN1C(=O)N(CCCC)C2OC(C3OC4C(O3)N(CCCC)C(=O)N4CCCC)OC21 (stereo unspecified)	-4	nt	3
7	CCCNc1ccc(C#N)cc1NS(=O)(=O)c1cn[nH]c1C	-6	nt	-5
8	CC(=O)NC1CCC(NC(=O)C2CCNCC2)CC1 (stereo unspecified)	-7	nt	8
9	COc1ccc2c(c1)CC(NCCSc1ncn[nH]1)CC2 (stereo unspecified)	-11	-12	nt
10	COc1ccc(Nc2nc3c(C)cccn3c(=O)c2C=NCc2ccccc2)cc1	-7	-8	-4
11	Cc1ccc(-c2ccc(OCCNC(=O)c3ccco3)nn2)cc1	-4	-1	-6
12	O=C(Nc1cccnc1)c1cccnc1Nc1cccc(Cl)c1	-4	-3	-6
13	COc1cccc(CN(CC(O)COCc2ccccc2)CC2CC(c3ccccc3F)=NO2)c1 (stereo unspecified)	-6	-7	-2
14	CN(C)c1cc(NCC2CCC(=O)N2)ncn1 (stereo unspecified)	-1	nt	12
15	CC1=C(C(=O)N2CCCCC2C(=O)Nc2cccc(-c3nnc(C)s3)c2)OCCO1 (stereo unspecified)	-7	nt	4

4 of these compounds, set out differently:
Results follow in this order: hcGAS lum, mcGAS lum, NPYLR7 agonist
11: Cc1ccc(-c2ccc(OCCNC(=O)c3ccco3)nn2)cc1
→ -4, -1, -6
1: Cc1cc(CN(CC2CCC2)c2ccccc2)nn1C
→ -9, -18, -3
15: CC1=C(C(=O)N2CCCCC2C(=O)Nc2cccc(-c3nnc(C)s3)c2)OCCO1 (stereo unspecified)
→ -7, nt, 4
10: COc1ccc(Nc2nc3c(C)cccn3c(=O)c2C=NCc2ccccc2)cc1
→ -7, -8, -4

Values by screen from the entries so far:
Nos. 4–12 in hcGAS lum: -7, -10, -4, -6, -7, -11, -7, -4, -4
Nos. 4–12 in mcGAS lum: -7, nt, nt, nt, nt, -12, -8, -1, -3

(next part)
entry	molecule	hcGAS lum	mcGAS lum	NPYLR7 agonist
16	CC(C)CC12CN3CCN(CC(C3)C1=N/N=C1/C3CN4CCN(C3)CC1(CC(C)C)C4)C2	-4	nt	-10
17	CC1CNC(=O)CCN1Cc1cnc(-c2cccc3ccccc23)nc1 (stereo unspecified)	-7	nt	11
18	CCCC(=O)Nc1ccc(C2=CSC3=NS(=O)(=O)CCN23)cc1	-4	nt	1
19	CC(C)c1nn(CC(=O)N(C(C)C)C(C)C)c(=O)c2c1cnn2-c1ccc(F)cc1	6	nt	5
20	CCc1nc(N(CCC(=O)NCCOC)CCc2ccccc2)c2ccccc2n1	-7	-5	-5
21	Cc1nnsc1CN(C)C(=O)c1nc(-c2ccccc2)cs1	3	nt	-2
22	COc1ccccc1CN(C(=O)Nc1ccccc1Cl)C1CC1	-8	-7	2
23	C=CCn1c(=O)c2c(nc3n(CCCl)c(C)c(C)n23)n(C)c1=O	-3	nt	-6
24	CO[C@H]1CN(C(=O)Cc2cccs2)[C@H]2Cc3c(oc4ccccc34)[C@@H]1C2	3	-2	-1
25	O=[N+]([O-])c1ccc(Cl)c(C2c3cccn3CCCN2Cc2ccc(F)c(F)c2)c1 (stereo unspecified)	-7	-7	31
26	c1ccc(C(CN2CCCC2)Nc2ncnc3ccccc23)cc1 (stereo unspecified)	-10	-16	21
27	COc1ccc(SC(C)C(=O)N2CCN3C(=O)OCC3C2)cc1 (stereo unspecified)	-4	nt	0
28	CCc1nc(NC(=O)NCc2csc(-c3ccccc3)n2)nn1C	-2	-6	4
29	COc1cc(OC)cc(C(=O)N2CCCC(OCc3ccccc3Cl)C2)c1 (stereo unspecified)	-3	-4	-10
30	O=C(NCCCC(=O)N1CCOC(COCc2cccc(C(F)(F)F)c2)C1)OCc1ccccc1 (stereo unspecified)	-8	nt	9
31	Cc1cccc(C(C(=O)NCc2cnc3c(C)cccn23)N(C)C)c1 (stereo unspecified)	0	nt	0
32	CCCOc1cccc(C2CC(=O)Nc3c2c(C)nn3-c2ccc3nncn3n2)c1 (stereo unspecified)	-4	nt	-1
33	O=C(CN1CN(c2ccccc2)C2(CCN(C(=O)c3cccc([N+](=O)[O-])c3)CC2)C1=O)Nc1cccc(Cl)c1	1	-3	3
34	O=C(Oc1ccc2ccccc2c1)c1ccc([N+](=O)[O-])cc1Cl	-6	-8	1
35	COc1ccccc1N1CCN(C(=O)c2ccc(C)c(Oc3nc(Cc4ccc(F)cc4)ns3)c2)CC1	-9	-6	19
36	COc1cccc2ccc(CN3CCC4(CC3)C(=O)N(CCc3ccccc3)C(=O)N4C)nc12	-5	-16	12
37	Cc1sc(NC(=O)Cn2nc([N+](=O)[O-])c(Br)c2C)c(C#N)c1C	-5	-7	-6
38	O=S(=O)(c1ccc(F)cc1)N1CCC(c2nc(C3CC3)n[nH]2)CC1	-3	nt	1
39	O=C(NCCC1=CCCCC1)c1cc(N2CCSCC2)nc2ccccc12	-2	nt	25
40	CCOC(=O)CC1CCCCN1Cc1cn(C)nc1-c1ccc2c(c1)OCCO2 (stereo unspecified)	-6	nt	14
41	Cc1c(-c2ccccc2)sc(NC(=O)CCl)c1C(=O)N1CCOCC1	-8	8	12
42	COc1cc(C2Nc3ccccc3N=C3CC(C)(C)CC(=O)C32)cc(OC)c1OC(C)=O (stereo unspecified)	-7	-5	-4
43	O=C(Nc1ccncc1)c1cc(Br)ccc1Cl	-17	nt	2
44	O=C(Nc1ccc(-c2cscn2)cc1)C1CCCN(Cc2cccc3ncccc23)C1 (stereo unspecified)	0	nt	7
45	NC1=NC(=O)C(CC(=O)Nc2ccc(C(F)(F)F)cc2)S1 (stereo unspecified)	-7	-9	-4
46	CC(C)c1n[nH]c(=S)n1C1CCCCC1	-3	nt	-9
47	Cc1c(C(=O)NCc2ccc3c(c2)OCO3)sc(=O)n1Cc1cccc(F)c1	-4	nt	15
48	CC(C)CSc1nnc(C2CCCCC2)o1	-1	nt	-1
49	O=C(COc1ccc(C(=O)c2ccc(Cl)cc2)cc1)NCC1CCCS1 (stereo unspecified)	11	13	1
50	Cn1c(=O)c2c(nc(NCCO)n2C)n(C)c1=O	-3	nt	4
51	Cc1cc(S(=O)(=O)NCCC2=CCCCC2)ccc1Br	-4	nt	8
52	Cc1cn2c3c(=O)n(CCCO)c(=O)n(C)c3nc2n1-c1ccc(C(F)(F)F)cc1	-5	-9	4
53	COC(=O)[C@H]1[C@H]2C[C@H]3c4[nH]c5ccccc5c4CCN3C[C@@H]2CC[C@@H]1O	-5	nt	-3
54	NS(=O)(=O)c1ccc(NCCCn2ccnc2)c([N+](=O)[O-])c1	4	nt	4
55	COC(=O)c1cccc(CC2(C)C(=O)Nc3ccc(-c4cccc(C(C)=O)c4)cc32)c1 (stereo unspecified)	-3	-1	3
56	COc1ccc(-c2nnc(SCc3cccc(C#N)c3)o2)cc1	-8	nt	2
57	CCc1ccc(S(=O)(=O)c2cnc(SCC(=O)Nc3ccc(C)c(Cl)c3)[nH]c2=O)cc1	0	-1	-4
58	Cc1nnc(CNC(=O)CN2CCN(c3ccc4c(c3)OCCO4)C2=O)o1	-9	nt	-2
59	COc1cccc(Cc2nsc(N3CCCC(C(=O)NC(Cc4ccccc4)c4ccccc4)C3)n2)c1 (stereo unspecified)	-7	-6	14
60	COc1cc(-c2onc(C)c2C(=O)NCc2ccsc2)cc(OC)c1OC	-6	-7	8
61	CC(C)C(CNc1ncc(C#N)cc1Cl)N1CCOCC1 (stereo unspecified)	-9	nt	-13
62	CCOc1ccc(N(C(C)=O)C2=NC(=O)/C(=C/c3ccccc3O)S2)cc1	-6	nt	1
63	CC(Cl)C(=O)Nc1nnc(SCC(=O)c2cccc(C(F)(F)F)c2)s1 (stereo unspecified)	-3	-2	14
64	Cc1c(N2CCOCC2)c(C)n(Cc2ccccc2F)c1C(=O)Nc1cccc(F)c1	-1	-5	27
65	COc1ccc(C(NC(=O)C2CCN(CCc3ccc(Br)cc3)CC2)c2ccccn2)cc1 (stereo unspecified)	-3	-5	16
66	Cc1c(Br)cc(C(=O)N(CC#N)CC#N)c(C)c1C	-4	nt	-1
67	CC(SCc1ccc(Br)cc1)C(=O)Nc1nc(CC(N)=O)cs1 (stereo unspecified)	-4	nt	9
68	Cc1ccc(Cl)c(NC(=O)c2cccc(CN3CCC[C@@H]3C(N)=O)c2)c1	-2	nt	-1
69	Cc1ccc(-c2ccc(C(=O)NCC(O)c3ccc(C)o3)c(F)c2)cc1 (stereo unspecified)	-8	nt	0
70	Cn1cccc1CNCC1CCCn2cc(C(C)(C)C)nc21 (stereo unspecified)	-18	nt	0
71	Nc1ccc(S(=O)(=O)Nc2ccnn2-c2ccccc2)cc1	2&9&-4	-4&-3	-13&5&-3
72	CCCCCc1ccc(C(=O)N2CCN(C(=O)CSc3nnc(-c4ccc(C)cc4)n3-c3ccc(OC)cc3)CC2C)cc1 (stereo unspecified)	-7	-4	0
73	CCOC(=O)C1(CCOc2ccccc2)CCCN(C(=O)C(=O)c2ccccc2)C1 (stereo unspecified)	-5	nt	5
74	COc1ccc(CCn2c(C)c3c(C)nnc(C)c3c2C)cc1OC	-7	nt	-1
75	Cc1nccc(-c2cccc(NC(=O)c3ccc(-n4nc(-c5ccc(Cl)cc5)cc4N)cc3)c2)n1	-3	-4	-11

(continued)
entry	molecule	hcGAS lum	mcGAS lum	NPYLR7 agonist
76	CN(C)S(=O)(=O)c1ccc(Cl)c(C(=O)N(Cc2ccc(F)cc2)C2CC2)c1	-3	nt	-5
77	Cn1cc(-c2cc3cnc(Nc4cccc(OC(F)(F)F)c4)cc3n2C)cn1	-8	-8	-3
78	c1ccc(-c2ccc(-c3nccn3CCCn3ccnc3)cc2)nc1	-2	-13	0
79	NC1(C(=O)N2CCCC(c3ccc(Cl)cc3)C2)CC1 (stereo unspecified)	-3	nt	-7
80	O=C(c1c[nH]c(=O)c(Cl)c1)N1CCOC(COCc2cccc(C(F)(F)F)c2)C1 (stereo unspecified)	-7	nt	18
81	CCOC(=O)c1cccc(NC(=O)CSc2nccn3nc(-c4ccc(CC)cc4)cc23)c1	-6	-7	1
82	Cc1ccccc1-c1onc(C)c1C(=O)NC1CC(C)(C)N(C)C(C)(C)C1	-4	-8	5
83	C#CC(O)(c1ccc(OC)cc1)c1ccc(OC)cc1	-11	-5	-1
84	Cn1ccnc1CNC(=O)CCc1nnc(-c2ccc(-c3ccccc3)cc2)o1	-6	-11	5
85	CCN(CC)c1ncccc1CNC(=O)C1CCC1	-10	nt	23
86	CCc1ccc(S(=O)(=O)NCC2CCN(C(C)C)CC2)s1	-3	-6	-4
87	CCn1c(=NC(=O)C2CCCN2S(=O)(=O)c2cccs2)sc2c3ccccc3ccc21 (stereo unspecified)	-8	-10	1
88	CCOC(=O)N1CCN(CC(=O)N2N=C(c3ccc(OC)cc3)CC2c2ccc(C)cc2C)CC1 (stereo unspecified)	-8	-6	18
89	COCCNC(=O)Cn1nc2c(c1NC(=O)C1CC(=O)N(c3ccccc3)C1)CSC2 (stereo unspecified)	-5	-9	-4
90	N#CCSc1nc(N)c(C#N)c(-c2ccccc2)c1C#N	-4	-4	14
91	Cn1cnnc1SCc1nc(N)nc(N2CCCCC2)n1	8	nt	1
92	O=C(Nc1ccc(-n2ccnc2)c(F)c1)c1cncc(Br)c1	12	11	-4
93	COCCc1nc2ccc(C(=O)N3CCCC3c3nc4ccc(C)cc4[nH]3)cc2o1 (stereo unspecified)	-10	nt	5
94	Clc1nnnc2c1sc1nc(N3CCOCC3)c3c(c12)CCCC3	-5	-3	17
95	O=C(NC1CCN(c2ccc(OC(F)F)cc2)CC1)C1CCC1	-6	-15	12
96	COC(=O)CC(NC(=O)CN1CCCCCCC1=O)c1ccc(C)cc1 (stereo unspecified)	-6	-6	1
97	c1ccc(CN2CCC(CCn3ccnc3C3CC3)C2)cc1 (stereo unspecified)	-5	-11	5
98	Cc1cccn2c(CNCCc3ccccc3Cl)c(C(=O)N3CCCCC3)nc12	-10&4	1	4&-10
99	O=C(NCc1cn2cccnc2n1)c1cn(CCCc2ccccc2)nn1	-9	-9	nt
100	Cc1ccc(C)c(-c2csc(NC(=O)C3CCS(=O)(=O)C3)n2)c1 (stereo unspecified)	-5&-1	-13	16&-2
101	COc1cc(C)c(C)cc1S(=O)(=O)N1CCN(c2ccc(C)c(Cl)c2)CC1	-7	nt	1
102	Cc1nn(CN2CCN(S(=O)(=O)c3cccnc3)CC2)c(=S)n1C	5	0	-10
103	Cc1nc(CC(=O)N2CCCC(O)(CN(C)C)CC2)cs1 (stereo unspecified)	-8	-12	5
104	Cc1cc(C)cc(Nc2nc(NCCCO)nc3c2cnn3-c2ccccc2)c1	-9	-8	1
105	CN(Cc1cnn(-c2ccccc2)c1)C(=O)c1ccc(NS(=O)(=O)c2ccccc2)cc1	-4	-8	-2
106	COC(=O)c1ccc2c(c1)CC(CNC(=O)c1ccc(Cl)nc1)O2 (stereo unspecified)	-7	-11	2
107	O=c1[nH]c(CSc2ncnc3sccc23)nc2ccsc12	-5	nt	11
